Source: PubChem (several laboratories)
ER stress rescue: protection against thapsigargin-triggered cell killing – 384-well, CSM14.1, ATP luminescence, primary screen (AID 1222) | cellular ATP content (survival), % at 20 µM; hits with a dose series show EC50 in µM | CSM14.1 thapsigargin-induced death rescue, ATP luminescence; higher % means a stronger effect | 190,000 tested, under 10 active;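 active = EC50 below 50 µM in the dose-response confirmation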;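 also: death triggered by thapsigargin at about 15 µM added after 2 h compound pretreatment; cell ATP read after overnight thapsigargin exposure of roughly 18 to 22 hours; normalized against plate controls of thapsigargin alone and 5% DMSO vehicle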
Dynein transport: blocks dynein driven cargo transport along microtubules | 3617.4 mouse cells, GR-EGFP nuclear translocation imaging; test concentration mostly 20 µM; stimulated with dexamethasone, 1 µM; stronger effect = lower value | z-score, hits read low | hit rate 0.47% among 220,000 | AID 1381;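 active = plate z-score of nuclear minus cytoplasmic receptor signal below a set negative limit, without overly bright fluorescence or cell loss, cut at about -3.5 in these data, passing the limit was not always enough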;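 also: z-score of nuclear minus cytoplasmic ring GR-EGFP intensity difference per well; some compounds called inactive have numbers as strong as hits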
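Schedule: 48 h induction, then 1 h compound, then 30 min agonist, 37 °C. Buffer or medium: tetracycline-free induction medium containing charcoal-stripped FBS. Reagent: 1.0 µM final dexamethasone stimulus. Evaluation: nuclear versus cytoplasmic GR-EGFP signal, averaged per well. Signal: high-content fluorescence imaging after fixation.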
bCat nuc transl: modulators of beta-catenin nuclear translocation; HeLa beta-catenin nuclear translocation, immunofluorescence imaging; hit rate 0.3% among 190,000; nuclear translocation activity, % at 5 µM; AID 1665;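 active = nuclear translocation activity above 50% at 5 µM, with a well cell count of 50 or more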;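 also: per-cell ratio of nuclear to cytoplasmic median beta-catenin stain intensity; plate controls were DMSO negative control for no effect and GSK-3 inhibitor IX positive control for full effect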
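Test system: human HeLa cells, native beta-catenin. Compound dosing: 5 µM primary single dose, 0.1% DMSO, 0.02–20 µM confirmation series. Incubation: compound exposure 24 h at 37°C. Detection: beta-catenin immunostaining with DAPI counterstain, 20x imaging, 6 fields/well. Read-out basis: Nuclear/cytoplasmic beta-catenin signal ratio, % activation.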
Autophagy HCS: alters autophagy in cells; MEF GFP-LC3 puncta imaging; test concentration mostly 10 µM; calls only at 10 µM (by protocol); hit rate 0.98% among 190,000;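 active = percentage of spot-positive cells more than 3 SD above its plate mean, without a fluorescence outlier flag or 80% toxicity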;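 also: spot-positive cell cutoff set from DMSO-treated cells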
UTI89 phage lysis: protection from phage-mediated lysis, alamar blue read-out – E. coli UTI89, K1F phage, bacterial capsule biogenesis inhibitors (AID 488966) | inhibition, % at 100 µM; hits with a dose series show IC50 in µM | E. coli UTI89 K1F phage lysis, alamar blue, 2 h; higher % means a stronger effect | hit rate 0.02% among 340,000;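 active = phage lysis inhibition, versus mean bacterial control, above a set limit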;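 also: capsule biogenesis inhibitors block K1F phage lysis so surviving cells raise fluorescence; higher fluorescence means more inhibition of phage lysis; actives were called in the ten point dose series up to 300 µM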
M17LAP inhibition: P. falciparum M17LAP inhibitors, primary screen, biochemical, fluorogenic H-Leu-NHMec substrate, 1536-well (AID 1619); recombinant M17LAP, H-Leu-NHMec fluorogenic kinetic assay; higher % means a stronger effect; inhibition, % at 30 µM; hits with a dose series show IC50 in µM; hit rate 0.38% among 220,000;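 active = compound inhibiting the enzyme by more than half at any dose during confirmatory dose-response retesting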;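 also: plate controls were full reaction with DMSO carrier for no effect and no enzyme background for full effect; strong numbers were not always called active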
M1AAP inhibition: P. falciparum M1AAP inhibitors, biochemical, fluorogenic H-Leu-NHMec substrate, 1536-well (AID 1445); recombinant M1AAP, H-Leu-NHMec fluorogenic kinetic assay; higher % means a stronger effect; inhibition, % at 30 µM, or IC50 in µM where a hit was titrated; hit rate 0.42% among 220,000;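 active = primary inhibition above the hit cutoff, then over 50% inhibition at one or more dose response concentrations, cut at about 23% in these data, passing the limit was not always enough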;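 also: plate controls were DMSO full reaction for no effect and no enzyme background for full effect; strong numbers were not always called active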
MT stabilizer: microtubule stabilization, imaging screen; AID 2205; hit rate 0.83% among 200,000; HeLa tubulin immunostaining HCS, 24 h; share of cells brighter than vehicle mean+2SD; % tubulin-high responders, % at 10 µM;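 active = plate Z-score above 3 for both tubulin-high and condensed-nucleus cell shares, with cell loss under 80%, at 10 µM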;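 also: anti alpha tubulin signal scored within the nucleus-defined area of each cell; some results filed as inactive read as strong as hits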
Insulin prom up: MIN6 insulin promoter up-regulation. AID 1625. hit rate 0.3% among 190,000. MIN6 insulin promoter-GFP reporter, high-content imaging; stronger effect = higher value. z-score at 5 µM;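 active = z-score above 3 at 5 µM with at least 500 cells counted in the well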
Dynein transport cytoplasmic EGFP: further read-out of Dynein transport, marked with its call; z-score; measured here: cytoplasmic GR-EGFP intensity; stronger effect = higher value
Dynein transport nuclear GR-EGFP: second read-out of Dynein transport, no call of its own (marks repeat the call); z-score; measured here: nuclear GR-EGFP intensity;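 lower value marks the stronger effect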
Dynein transport cell count: second read-out of Dynein transport, no call of its own (marks repeat the call); z-score; measured here: cell count per field
Insulin prom up cell count: further read-out of Insulin prom up, marked with its call; cell count; measured here: cytotoxicity, nuclei count;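 total cells summed across four imaged fields per well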
bCat nuc transl cell count 5 µM: also measured in bCat nuc transl; calls as there; cell count; measured here: cell count, cytotoxicity flag
MT stabilizer Hoechst-high %: recorded beside MT stabilizer, whose call it bears; % Hoechst-high responders; measured here: nuclear condensation Hoechst responders;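 share of cells brighter than vehicle mean plus two SD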
MT stabilizer cytotoxicity %: recorded beside MT stabilizer, whose call it bears; toxicity, %; measured here: cytotoxicity by cell density;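 0% = mean cell density of plate MIN control wells and 100% = no cells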
Autophagy HCS cell loss 18 h: recorded beside Autophagy HCS, whose call it bears; toxicity, %; measured here: cell loss, nuclei count;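 cell loss after 18 h compound exposure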
Active calls of the source: *; i = inactive; x = not tested or not shown; [ ] = another dose, or the depositor's remark.

SMILES	ER stress rescue	Dynein transport	Dynein transport cytoplasmic EGFP	Dynein transport nuclear GR-EGFP	Dynein transport cell count	bCat nuc transl	bCat nuc transl cell count 5 µM	Autophagy HCS	Autophagy HCS cell loss 18 h	UTI89 phage lysis	M17LAP inhibition	M1AAP inhibition	MT stabilizer	MT stabilizer Hoechst-high %	MT stabilizer cytotoxicity %	Insulin prom up	Insulin prom up cell count
N#CC1(C#N)CC(C=O)=C(N)C1(C#N)CC(=O)c1ccc(F)cc1 (stereo unspecified)	-1.4%	-0.83	0.26	-0.49	-0.011	-2.9	1092	i	3	-0.5%	6%	5%	4.3	1.4	0.1	0.19	1403
CN(C)c1ccc(/C=N/NC(=O)c2cnc3ccccc3c2)cc1	x	-0.53	-0.71	-0.099	-0.2	-0.9	1231	x	x	-0.3%	3%	5%	x	x	x	-0.67	983
C/C(=N\NC(=O)c1ccccc1O)c1ccc(Br)s1	-0.6%	0.31	-0.15	0.5	-0.99	0.1	1079	i	-10	i	10%	12%	1.3	1.5	0.7	1.2	1462
CCn1nnnc1NCc1cccn1C	3.3%	0.83	-0.065	1	-0.53	-2.9	1168	i	5	0.4%	-3%	2%	3.0	1.8	9.3	x	x
COc1ccc(CNC(=O)CN2C(=O)NC3(CCCCCC3)C2=O)cc1OC	-1.8%	-0.62	-0.24	-0.38	-0.29	-3.8	1110	i	-9	-0.5%	-1%	1%	2.9	2.7	7.7	0.81	1276
COC(=O)c1ccc(Cn2cnc3c(cnn3-c3ccc(C)c(C)c3)c2=O)o1	-1.6%	-0.032	-0.24	-0.28	0.14	0.5	1196	i	-1	0.3%	-2%	18%	3.2	2.7	9.7	0.27	1163
CC(NC(=O)C(C)(C)C)C(c1cccs1)N1CCN(Cc2ccccc2)CC1 (stereo unspecified)	x	-1.2	-0.26	0.038	0.32	1.6	1240	x	x	-0.2%[50 µM]	9%	-4%	x	x	x	0.49	1005
CCOC(=O)c1nnn(CC(=O)NC(=O)Nc2ccccc2)c1C(=O)OCC	-9.2%	-0.014	-0.34	0.36	-0.37	-0.2	1082	i	-6	0.7%[50 µM]	8%	4%	2.6	2.9	8.2	-0.47	1262
COc1ccc(N(CC(=O)Nc2cc(C)ccc2OC)S(=O)(=O)c2c(C)noc2C)cc1	-1.2%	-0.18	0.26	-0.01	-4.6	-0.6	872	i	4	-0.1%	-3%	1%	23	6.6	72	0.6	1262
CC(NC(=O)CSc1nc2c(c(C(F)(F)F)n1)CCc1ccccc1-2)c1ccccc1 (stereo unspecified)	1.7%	-0.33	-0.16	-0.62	1.2	1.0	1045	i	-10	0.8%	8%	3%	2.3	2.1	8.3	-1.5	560
Cc1ccc(P(=O)(O)c2ccc(C)cc2)cc1	1.2%	-0.79	-0.22	-0.13	0.35	-3.7	1037	i	-9	0.2%	2%	-6%	4.5	2.3	2.9	-0.49	1594
CC(=O)c1ccccc1NS(=O)(=O)c1ccccc1Cl	0.6%	0.28	-0.29	0.44	-0.21	-0.3	1361	i	-19	0.0%	5%	7%	1.8	1.6	8.2	-0.34	1500
CCn1c2ccccc2c2nc3cc(C(=O)O)ccc3nc21	-1.2%	-0.46	-0.25	-0.075	0.72	2.7	1442	i	22	-0.2%	28%	19%	5.9	4.2	2.6	0.32	1530
COc1ccc(-c2csc(NC(=O)c3ccccc3NS(=O)(=O)c3ccc(C)cc3)n2)cc1	17%	0.33	-0.14	-0.022	-0.37	x	x	i	25	0.0%[50 µM]	9%	5%	5.7	1.3	9.1	-0.97	802
COc1cccc(C(=O)Nc2nnc(C3CCCO3)s2)c1 (stereo unspecified)	-2.7%	-0.0077	0.1	0.41	-0.7	-4.1	1198	i	-6	0.4%	2%	7%	1.4	1.6	6.8	-0.21	867
CCc1nc2ccccc2n1CCc1ccccc1	0.1%	0.96	-0.18	1.4	-1.9	0.4	609	i	19	0.8%	1%	5%	2.3	1.7	18	x	x
CC1CC(=O)N(C)c2cc([N+](=O)[O-])ccc2N1 (stereo unspecified)	2.5%	-0.32	-0.077	-0.12	-0.16	-1.0	1120	i	13	0.1%	-2%	6%	1.1	1.5	1.8	0	1232
CCN(Cc1ccncc1)C(=O)c1cccc(S(=O)(=O)N2CCOCC2)c1	-1.3%	-0.47	-0.19	0.24	0.069	3.4	601	i	12	-0.8%	-5%	8%	2.9	2.4	11	-0.23	1047
O=C(CNC(=O)c1ccccc1Br)N/N=C/c1cc(Br)ccc1O	-1.1%	-0.19	-0.16	-0.39	0.8	0.9	1058	i	12	0.3%	-9%	27µM*	2.2	1.0	2.8	-0.34	1132
O=C1OC(c2ccccc2)=C/C1=C/N1CCOCC1	5.5%	0.43	-0.26	0.2	1.1	-2.0	1160	i	2	3.8%	24%	-10%	4.6	2.0	6.6	x	x
CC1SC(C)C(=O)N(CC(=O)Nc2ccc3c(c2)OCO3)C1=O (stereo unspecified)	-0.6%	0.24	-0.21	0.63	-0.44	-0.2	979	i	2	0.3%	35%	-4%	1.7	2.1	9.6	0.26	1344
Cc1cccc(N(CC(=O)NCCSCc2ccccc2)S(C)(=O)=O)c1	-0.6%	2.3	-0.23	1.5	-0.41	0.3	997	i	-15	-0.2%	-8%	-13%	x	x	x	-0.2	1498
Cc1ccnc(NC(=O)C2CCN(S(=O)(=O)c3cccc4nonc34)CC2)c1	-1.8%	3.2	-0.094	1.8	-1.7	2.8	1432	i	-2	0.4%	4%	6%	3.5	2.6	1.4	-0.33	1514
O=C(N/N=C1\CC(c2ccccc2)Oc2ccccc21)c1cccnc1 (stereo unspecified)	-2.1%	0.041	-0.37	-0.22	-0.11	0.2	1010	i	15	0.2%	0%	7%	2.8	1.1	1.3	-0.75	1162
Nc1nonc1C(=O)NCCNC(=O)c1cccs1	-1.0%	0.091	-0.22	0.27	0.091	1.8	1133	i	-2	3.5%	-1%	4%	1.5	1.9	0.1	-0.22	1278
(listing goes on)
SMILES	ER stress rescue	Dynein transport	Dynein transport cytoplasmic EGFP	Dynein transport nuclear GR-EGFP	Dynein transport cell count	bCat nuc transl	bCat nuc transl cell count 5 µM	Autophagy HCS	Autophagy HCS cell loss 18 h	UTI89 phage lysis	M17LAP inhibition	M1AAP inhibition	MT stabilizer	MT stabilizer Hoechst-high %	MT stabilizer cytotoxicity %	Insulin prom up	Insulin prom up cell count
O=C(Nc1ccccc1)O/N=C/c1ccncc1	-3.8%	-0.0073	-0.17	-0.25	0.53	-0.6	1335	i	5	0.1%	0%	6%	1.6	1.7	7.8	0.14	1569
O=[N+]([O-])c1ccc(N2CCN(S(=O)(=O)c3ccccc3[N+](=O)[O-])CC2)cc1NCc1cccnc1	-2.6%	0.18	-0.32	-0.25	0.4	-1.6	520	i	6	0.0%[50 µM]	2%	5%	4.2	2.7	8.9	-0.1	1384
O=C(OCc1nnc(-c2ccc(Cl)cc2)o1)c1ccc(O)cc1	-0.8%	-0.43	-0.13	0.28	-0.94	-1.0	1094	i	7	0.6%	5%	1%	1.2	2.1	5.1	x	x
Cc1ccc2nc(NC(=O)Cc3cccs3)sc2c1	-1.2%	-0.99	-0.28	-0.5	0.31	x	x	i	0	3.5%	11%	13%	2.1	1.4	7.1	x	x
Clc1cccc(Cl)c1CSc1nnc(-c2sccc2-n2cccc2)o1	-1.8%	-0.25	-0.19	0.41	0.73	-0.8	1291	i	12	0.1%	2%	12%	2.5	2.0	3.8	0.04	1568
O=C(COC(=O)CCCNC(=O)c1ccc(Cl)cc1)Nc1cc(Cl)c(Cl)cc1Cl	-0.3%	2.7	-0.044	1.1	-1.9	-1.4	1092	i	-2	6.7%	-9%	-3%	3.5	3.9	8.2	-0.36	1513
CCN(CC)S(=O)(=O)c1ccc(N2CCOCC2)c(NC(=O)C(=O)c2c(-c3ccccc3)cc3ccccn23)c1	0.1%	-0.061	-0.24	0.11	0.19	-1.9	1146	i	6	0.3%	-3%	6%	2.5	1.5	3.9	-1.6	850
CCC(=O)NCCc1cc2ccc(C)cc2[nH]c1=O	-5.0%	-0.29	-0.19	-0.046	0.081	-0.9	1033	i	6	-2.0%	7%	1%	1.6	2.6	4.0	1.7	1668
Clc1cc(Cl)c2nc(N3CCCCC3)sc2c1	-0.7%	-0.39	-0.26	-0.14	-0.025	-0.7	1384	i	15	1.5%	-6%	0%	4.3	1.4	3.3	-0.04	1425
O=S(=O)(NCc1cn2ccsc2n1)c1ccc(Oc2ccccc2)cc1	-1.0%	-0.91	-0.21	-0.54	1.9	x	x	i	-10	-0.3%	5%	12%	2.9	1.7	10	x	x
CC1CCc2sc3ncnc(N4CCOCC4)c3c2C1 (stereo unspecified)	-2.2%	-0.36	-0.23	0.14	0.21	4.6	1037	i	-2	0.0%	5%	6%	3.5	2.8	6.9	-2.1	1137
Cc1nnc(NC(=O)CSc2nnc(Cc3cccn3C)n2-c2ccccc2)s1	-0.8%	-1.3	-0.24	-0.66	0.29	-0.9	1100	i	3	2.2%	20%	-2%	2.2	2.4	11	-0.47	1919
Cc1nc(-c2ccccc2)nc(Cl)c1Cl	-0.4%	1.2	-0.23	0.96	-1	0.0	1049	i	-5	1.0%	1%	1%	3.4	1.5	5.5	0.3	1230

An unsorted share of the library, and some 2.9% of all compounds hit somewhere here.
